PME-1 inh: blocks human protein phosphatase methylesterase 1; actives 0.53% (n = 320,000); recombinant PME-1, FP-Rh probe fluorescence polarization; inhibition, % at 5.9 µM; Q9Y570;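 active = inhibition above the campaign mean of all compounds plus 3 SD, cut at about 26% in these data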;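 note: competitive labeling of PME-1 active site by serine hydrolase directed probe; 0% = PME-1 with DMSO and 100% = wells lacking PME-1 enzyme; inhibitors block probe labeling so polarization falls and inhibition rises; many of its hits are not listed in these tables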
Target sequence (Q9Y570 whole entry, looked up): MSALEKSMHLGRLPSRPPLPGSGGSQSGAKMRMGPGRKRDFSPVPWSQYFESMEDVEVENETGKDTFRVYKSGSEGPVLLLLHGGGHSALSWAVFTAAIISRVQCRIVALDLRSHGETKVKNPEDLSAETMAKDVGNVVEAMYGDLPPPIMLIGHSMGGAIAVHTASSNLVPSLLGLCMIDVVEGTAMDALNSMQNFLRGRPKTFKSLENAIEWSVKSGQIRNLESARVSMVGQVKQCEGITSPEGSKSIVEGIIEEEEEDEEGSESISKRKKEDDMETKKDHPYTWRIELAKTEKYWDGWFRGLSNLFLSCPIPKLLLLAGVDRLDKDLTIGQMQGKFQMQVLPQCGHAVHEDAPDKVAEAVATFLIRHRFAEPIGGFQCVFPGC
PAD4 inh: PAD4 (human) enzyme inhibition. AID 485272. recombinant PAD4, RCA probe fluorescence polarization. inhibition, % at 6.36 µM. Q9UM07. actives 0.41% (n = 330,000);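 active = percent inhibition above a cutoff equal to the mean of all tested compounds plus 3 SD, cut at about 15% in these data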;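 note: 0% = PAD4 with RCA probe and DMSO and 100% = probe without PAD4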
PAFAH1B3 inh: PAFAH1B3 (human) inhibition; Q15102; recombinant PAFAH1B3, FP-rhodamine probe, fluorescence polarization; inhibition, % at 3.39 µM; actives 0.28% (n = 340,000); AID 492972;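 active = inhibition above the screen-wide average of all tested compounds plus 3 SD, cut at about 25% in these data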;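 note: 0% = enzyme with DMSO only and 100% = wells lacking PAFAH1B3 protein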
LYPLA2 inh: blocks human lysophospholipase 2, a PME1 counter-screen | inhibition, % at 5.9 µM | actives 0.38% (n = 320,000) | O95372 | recombinant LYPLA2, FP-Rh probe fluorescence polarization;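 active = inhibition above the screen-wide mean plus 3 SD, limit set per campaign, cut at about 26% in these data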;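 note: 0% = LYPLA2 with DMSO and 100% = wells lacking LYPLA2 enzyme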
LYPLA1 inh: counter-screen for PME1 inhibitors: inhibitors of human LYPLA1; O75608; recombinant LYPLA1, FP-Rh probe fluorescence polarization; inhibition, % at 5.9 µM; actives 0.16% (n = 320,000); AID 2174;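 active = inhibition above the mean of all tested compounds plus 3 SD, set per campaign, cut at about 14% in these data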;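 note: inhibitors block serine hydrolase probe labeling of LYPLA1 so polarization falls; 0% = enzyme with DMSO and 100% = wells lacking LYPLA1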
Target sequence (O75608 whole entry, looked up): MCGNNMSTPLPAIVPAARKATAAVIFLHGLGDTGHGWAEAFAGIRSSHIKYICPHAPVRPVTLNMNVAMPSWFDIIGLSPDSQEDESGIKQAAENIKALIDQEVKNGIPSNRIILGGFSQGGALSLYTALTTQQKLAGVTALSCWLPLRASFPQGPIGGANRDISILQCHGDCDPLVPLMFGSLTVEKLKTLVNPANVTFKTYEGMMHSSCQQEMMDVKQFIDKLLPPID
GSTO1 counter: blocks human GSTO1 in RBBP9 counter-screen; P78417; recombinant GSTO1, activity-based probe fluorescence polarization; inhibition, % at 5.96 µM; actives 1.1% (n = 300,000);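 active = inhibition above the campaign mean inhibition plus 3 SD, cut at about 35% in these data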;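 note: 0% = GSTO1-1 with DMSO and 100% = wells lacking GSTO1-1 enzyme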
PREPL inhibitor: inhibits the human prolyl oligopeptidase-like enzyme; AID 2751; Q4J6C6; inhibition, % at 5.96 µM; actives 0.68% (n = 320,000); recombinant PREPL, fluorescence polarization activity-based probe; in the data active = inhibition above about 43%;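 note: 0% = enzyme with DMSO and 100% = wells lacking enzyme; many of its hits are not listed in these tables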
PAFAH1B2 FP inh: PAFAH1B2 (human) inhibition; actives 1.2% (n = 340,000); recombinant PAFAH1B2, FP-rhodamine activity probe, fluorescence polarization; AID 492953; P68402; inhibition, % at 3.39 µM;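 active = inhibition above the mean of all tested compounds plus 3 SD, cut at about 24% in these data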;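 note: 0% = enzyme with DMSO and 100% = wells lacking PAFAH1B2; many of its hits are not listed in these tables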
pPAFAH inh: pPAFAH (human) enzyme inhibition. recombinant pPAFAH, FP-rhodamine probe fluorescence polarization. inhibition, % at 3.39 µM. AID 463082. Q13093. actives 1.5% (n = 330,000);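 active = inhibition above the mean inhibition across the screen plus 3 SD, cut at about 25% in these data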;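 note: inhibitors block binding of the rhodamine activity-based probe so polarization drops; 0% = enzyme with DMSO and 100% = wells lacking pPAFAH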
Target sequence (Q13093 whole entry, looked up): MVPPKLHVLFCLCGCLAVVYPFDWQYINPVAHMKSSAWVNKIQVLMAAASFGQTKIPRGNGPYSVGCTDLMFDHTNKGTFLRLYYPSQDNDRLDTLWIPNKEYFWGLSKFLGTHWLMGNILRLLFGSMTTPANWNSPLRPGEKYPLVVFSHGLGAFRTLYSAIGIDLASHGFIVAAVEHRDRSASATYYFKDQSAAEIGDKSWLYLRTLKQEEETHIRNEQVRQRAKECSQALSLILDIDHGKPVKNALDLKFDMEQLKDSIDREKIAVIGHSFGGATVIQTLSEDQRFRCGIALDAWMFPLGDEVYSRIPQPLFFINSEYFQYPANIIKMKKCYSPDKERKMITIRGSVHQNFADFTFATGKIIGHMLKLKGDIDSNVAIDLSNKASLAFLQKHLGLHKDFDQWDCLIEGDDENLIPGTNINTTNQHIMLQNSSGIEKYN
* hit, by the source's call; nt = not tested or not shown. An excerpt; the hit share may differ from the screen's.

SMILES	PME-1 inh	PAD4 inh	PAFAH1B3 inh	LYPLA2 inh	LYPLA1 inh	GSTO1 counter	PREPL inhibitor	PAFAH1B2 FP inh	pPAFAH inh
COC(=O)C1=C(C)Nc2ncnn2C1c1ccc(OCc2ccccc2)cc1 (stereo unspecified)	-8	-5	6	-6	5	-5	-4	-2	-6
CC(C)Nc1nc(NC(C)C)nc(Oc2ccc(/C=N/O)cc2)n1	3	5	-7	6	0	4	-10	2	5
CCC(=O)NCc1c(Cl)cccc1-n1cccc1	1	3	5	-4	1	-8	10	10	4
COc1ccc(OC(=O)C2CC(=O)N(c3ccc(C)cc3)C2)cc1 (stereo unspecified)	5	6	1	-1	-2	6	0	0	9
CN1CCCN(C2C3CC4CC(C3)CC2C4)CC1 (stereo unspecified)	1	2	-1	15	-1	-2	-2	-2	1
O=C(NCc1cccs1)C1CCN(c2nc3ccccc3o2)CC1	6	0	2	-1	-2	2	3	5	8
CC(=NCCCn1ccnc1)C1=C(O)c2ccccc2C1=O	0	4	14	5	2	7	14	2	-1
Cc1ccccc1OCc1nnc(SCCN2CCCC2)n1-c1ccccc1	2	-1	6	-2	1	-8	-19	1	-4
CC(NC(=O)/C(C#N)=C1\N=C(NC(=O)c2cccs2)c2ccccc21)c1ccccc1 (stereo unspecified)	6	-1	0	1	1	-40	8	19	6
COc1ccc(-c2nc(CCNC(=O)c3ccco3)cs2)cc1OC	-7	0	3	-5	-3	0	-1	-5	-3
Cc1csc2nc(COC(=O)CNC(=O)c3ccc(Cl)cc3)cc(=O)n12	2	-2	-7	4	-4	nt	1	-1	1
CCO[C@@H]1OC(C(=O)NCc2ccccc2)=C[C@H](c2csc3ccccc23)[C@H]1CCCO	3	3	12	2	0	-11	4	2	6
Cc1cccc(NCc2ccc(O)c3ncccc23)c1C	0	-3	nt	1	1	-6	3	nt	4
Cc1ccc(C2CC(c3cccs3)=NN2C(=O)CSC2=NN3CCCC(=O)N=C3S2)cc1 (stereo unspecified)	3	3	6	6	-1	13	-6	-4	8
CCOc1ccc(Oc2ccc(C(F)(F)F)cc2N)cc1	3	3	1	-2	0	2	10	2	8
O=c1nc2n(c3ncccc13)CCC2	1	2	3	3	1	-1	-11	-1	-5
COc1cccc(-c2cc(C(F)(F)F)c(C#N)c(=O)[nH]2)c1	-10	-2	-1	-2	-1	-9	3	4	3
O=[N+]([O-])c1ccc2nc(-c3ccncc3)[nH]c2c1	-7	-5	4	1	2	-6	-1	6	6
C/C(=N\Nc1nc(N)cc(Cl)n1)c1ccc(F)cc1	3	-3	-3	-4	-3	-12	13	5	-1
COC(=O)CSc1nnc(COc2ccc([N+](=O)[O-])cc2)n1C	2	0	-4	8	6	8	-2	3	7
O=C(NC1(C(F)(F)F)NC(=O)N(C2CCCCC2)C1=O)c1ccco1 (stereo unspecified)	0	-8	14	1	1	-7	9	1	-2
O=C(NC(=S)Nc1ccc(Cl)c(C(=O)O)c1)c1ccco1	-3	1	8	0	-3	-2	2	-1	5
Nc1ncnc2c1ncn2[C@@H]1O[C@H](CNS(=O)(=O)c2ccc3c(c2)CCN(C(=O)C(F)(F)F)C3)[C@@H](O)[C@H]1O	nt	3	5	nt	nt	nt	nt	2	0
O=C(c1ccc(Cl)c([N+](=O)[O-])c1)N1CCN(c2ccccc2)CC1	6	2	1	1	0	9	26	-2	2
COc1ccc(-n2c(SCC(=O)N3CCCCC3)nc(O)cc2=O)cc1	-3	8	10	-4	4	12	-4	0	5
Cc1onc(-c2ccccc2Cl)c1C(=O)NCC1CCCO1 (stereo unspecified)	1	5	7	-2	-1	-9	0	9	2
O=C(NCC(=O)N1CCN(S(=O)(=O)c2ccc3c(c2)OCCO3)CC1)c1ccccc1Cl	-1	1	3	3	-1	nt	10	2	1
CCOC(=O)c1sc(NC(=O)CCN2CCC(C)CC2)c(C(=O)OCC)c1C	-1	1	1	-9	-6	-3	0	4	6
COc1ccc(CCC(=O)N2CCN(S(=O)(=O)c3cccc(Cl)c3)CC2)cc1	3	-3	0	-1	-1	nt	41	-5	5
CCN(CC)CCCN(C(=O)c1ccco1)c1nc(-c2ccc(Cl)cc2)cs1	-4	2	7	4	-4	-3	-94	3	-6
COC(=O)C/C=C/[C@@H](C)[C@@H](/C=N/OCC[C@@H]1C=C[C@H](OC(C)=O)[C@@H](COC(C)=O)O1)NS(=O)(=O)c1ccc(C)cc1	-3	4	nt	-6	-5	1	6	nt	-4
COc1ccc(NC(=S)NNc2ccc([N+](=O)[O-])cc2S(=O)(=O)Nc2ccc(C)cc2C)cc1	22	-3	7	-4	-10	1	5	7	9
Cc1cc(C)c2[nH]c3nc(SCC(=O)O)nnc3c2c1	9	1	-5	-2	1	2	16	0	1
CCCN(CC(=O)Nc1ccccc1C)C(=O)CC(NC(=O)c1ccccc1)c1ccccc1 (stereo unspecified)	-5	4	11	-3	-3	-2	2	0	3
O=C(NC1C(=O)NNC1c1ccccc1)c1ccccc1 (stereo unspecified)	-3	-11	6	6	0	8	0	2	8
CCOc1ccc(N2CC(C(=O)NC3CCCCCC3)CC2=O)cc1 (stereo unspecified)	3	3	-1	5	4	5	11	-5	2
Cc1ccc(C)c(CN2C(=O)c3ccccc3S(=O)c3ccc(C(=O)N4CCN(c5ccccn5)CC4)cc32)c1 (stereo unspecified)	6	-1	7	0	-2	-3	30	2	3
Cc1cc2cc(CNC(=O)CC(C)C)ccc2n1C	-1	7	-1	4	-1	5	5	-1	6
O=C(CNC(=O)c1ccco1)N/N=C/c1c[nH]c2ccccc12	-2	-1	-2	2	-2	-4	3	7	9
COc1cc(C)c(Cl)cc1S(=O)(=O)NCC1CCCO1 (stereo unspecified)	0	2	11	-2	-2	9	-39	1	1
CCCNC(=O)CN1CCN(c2cc3ccccc3c(Cl)n2)CC1	2	-4	7	-3	1	2	11	6	1
Cc1nc(-c2cnn(-c3ccccc3)c2)c2cc(C)oc2n1	-10	3	0	-3	-4	-16	-14	-6	-3
Cc1cccc(Nc2nc(N)c([N+](=O)[O-])c(N3CC(C)OC(C)C3)n2)c1 (stereo unspecified)	2	3	1	-13	-7	3	4	3	0
Cc1cc(C)c(NC(=O)C2C3/C=C\CCCCC32)c(C)c1 (stereo unspecified)	4	0	-2	2	-1	0	-5	2	-3
O=C(NCCc1ccc(Cl)cc1)c1ncn[nH]1	-4	-1	4	2	-1	10	14	22	-1
CC1CCCCC1NC(=O)COC(=O)c1ccc2c(=O)n3c(nc2c1)CCC3 (stereo unspecified)	nt	-3	12	nt	nt	nt	11	2	-7
CCOP(=O)(OCC)C(Nc1ccccc1)c1ccc2c(c1)OCO2 (stereo unspecified)	-1	1	7	1	0	-3	2	9	2
O=C(NC(=S)N1CCN(c2ccccc2)CC1)c1ccco1	nt	2	3	nt	nt	nt	1	5	-1
COc1ccc2c(c1)c(=O)cc(-c1ccccc1)n2C	0	6	2	9	2	-4	0	6	3
Cc1cc(C(=O)Nc2cccc(O)c2)c(C)o1	-10	-2	7	-4	-4	6	5	9	-2

Single records, as listed above. Order of values: PME-1 inh | PAD4 inh | PAFAH1B3 inh | LYPLA2 inh | LYPLA1 inh | GSTO1 counter | PREPL inhibitor | PAFAH1B2 FP inh | pPAFAH inh
Cc1cc(C)c(NC(=O)C2C3/C=C\CCCCC32)c(C)c1 (stereo unspecified) is listed with 4 | 0 | -2 | 2 | -1 | 0 | -5 | 2 | -3
O=C(NCCc1ccc(Cl)cc1)c1ncn[nH]1 is listed with -4 | -1 | 4 | 2 | -1 | 10 | 14 | 22 | -1
O=C(NC(=S)N1CCN(c2ccccc2)CC1)c1ccco1 is listed with nt | 2 | 3 | nt | nt | nt | 1 | 5 | -1

More entries follow.
SMILES	PME-1 inh	PAD4 inh	PAFAH1B3 inh	LYPLA2 inh	LYPLA1 inh	GSTO1 counter	PREPL inhibitor	PAFAH1B2 FP inh	pPAFAH inh
O=C(CN1CCN(c2ccccn2)CC1)Nc1cccc(C(F)(F)F)c1	-1	-2	9	2	2	0	13	0	0
CCOC(=O)Cn1c(=O)c2c(nc(N3CCCCC3)n2Cc2ccccc2)n(C)c1=O	-4	-4	9	-2	1	-5	21	7	5
COc1ccccc1CNc1ncccc1[N+](=O)[O-]	15	-2	3	3	0	-7	-7	0	5
COc1ccc(C2C(C(=O)Nc3ccccc3)=C(C)Nc3nc(CCCO)nn32)cc1 (stereo unspecified)	5	0	5	6	5	7	6	4	4
Nc1ccc(OCCc2ccccc2)cc1	-5	3	11	1	2	1	9	12	7
O=C(NCc1ccco1)c1cccc(NS(=O)(=O)c2cccc(F)c2)c1	0	0	8	2	3	-5	0	0	8
COc1ccc(C#Cc2c(-c3ccccc3)n(-c3ccccc3)c3ccc(CO)cc23)cc1	nt	-9	7	nt	nt	nt	23	5	7
O=C(O)c1nn(CC(=O)N2CCN(c3ncc(C(F)(F)F)cc3Cl)CC2)c(=O)c2ccccc12	-8	-3	6	26*	3	8	12	5	2
COc1ccc(NC(C)=O)cc1S(=O)(=O)N(C)Cc1c(C)nn(-c2ccccc2)c1C	-1	0	-1	4	1	nt	5	1	1
O=C(C[n+]1ccccc1)N1CCCc2ccccc21	1	1	2	-2	-2	2	-4	8	1
Cc1cccc(Cc2c(C)[nH]c(=O)c(C#N)c2C)c1	0	-2	5	2	1	6	7	6	-2
COc1ccc(NC(=S)NCCN2CCC(C)CC2)cc1	6	-4	5	0	-3	9	-4	4	1
CCn1ccc(C(=O)Nc2ccccc2SC)n1	5	3	2	5	3	8	-1	4	4
CC(C)CN(CCNC(=O)CN1C(=O)COc2ccc(S(=O)(=O)N3CCC(C)CC3)cc21)CC(C)C	3	5	2	-5	-3	3	16	-2	5
CCN1CCN(c2cc(C)c3cc(NC(=S)NCCCN4CCc5ccccc5C4)ccc3n2)CC1	7	-1	-1	1	1	2	39	2	-3
CCOc1ccc(NC(=O)CN(C)C(=O)c2cc(-c3ccncc3)nc3ccccc23)cc1OCC	-2	-1	6	2	0	4	12	3	4
CCOc1ccccc1C1NC(=O)CCC1[N+](=O)[O-] (stereo unspecified)	-5	5	-1	2	1	3	5	2	3
COc1ccc(-c2cn3c(C)c(C(=O)N4CCN(c5ccccc5F)CC4)sc3n2)cc1	2	0	-4	4	2	-7	14	1	21
CCCNC(=O)c1ccc(N2CCC3(CC2)CC(c2ccccc2)=NO3)c(NC(=O)c2cccc(C)c2)c1	-8	-2	-3	-10	-8	1	6	-5	-6
CC(C)Cc1nnc(NC(=O)c2ccc([N+](=O)[O-])cc2)s1	-2	-3	16	3	0	7	-2	3	5
O=C(NC1CCCC1)c1cc(S(=O)(=O)N2CCOCC2)c(Cl)cc1Cl	2	-1	17	-2	-2	-4	0	-3	9
Cc1ccc(S(=O)(=O)N2CCN(C(=O)COc3ccc(C)nc3[N+](=O)[O-])CC2)c(C)c1	9	-1	7	3	0	2	5	7	6
Cc1c(C(=O)NN)[nH]c2ccc([N+](=O)[O-])cc12	-5	1	nt	-38	-21	-3	16	nt	-5
COc1ccc(-c2cc(C(F)(F)F)n3ncc(C(=O)N4CCCCC4c4cccnc4)c3n2)cc1 (stereo unspecified)	1	7	0	-3	-2	1	2	-2	-4
Cc1ccc(S(=O)(=O)N2[C@@H](c3ccc(Br)cc3)C(C(=O)O)=CC[C@H]2c2ccc(Cl)c(Cl)c2)cc1	nt	-4	0	nt	nt	nt	-1	87*	21
CCCCCCCCCOC1OC(CO)C(O)C(O)C1NC(C)=O (stereo unspecified)	0	-1	6	2	1	3	-5	2	4
O=C(Nc1cccc(OCC(=O)N2CCOCC2)c1)c1cccc([N+](=O)[O-])c1	0	-5	3	-5	-2	7	6	1	5

Compound activity: PubChem BioAssay, The Scripps Research Institute Molecular Screening Center
